Source: PubChem
FH mod – Identification of activators of human fumarate hydratase by quantitative high-throughput screening | FH coupled MDH/diaphorase resazurin fluorescence, 15 min | Fumarate hydratase, mitochondrial (Homo sapiens), P07954 | AID 1347055, 2019 | hit rate 0.22% among 54,000 | Potency, µM (titrated, usually from 79.9 µM), inactives show at the top dose activity change, negative = inhibition, hits mostly inhibitors; also: potency is read from the fitted curve at half-maximal effect; % is scaled to controls: 0 for no effect and ±100 for the full control effect; the screen sought activators but most active calls are inhibition curves; nearly all actives have a fitted effect of over 45% in size
p53null 32C kill – selectivity test: cytotoxicity in p53 null cells, permissive temperature | H1299-neo p53 null cells, ATP luminescence, 24 h, 32C | Potency, µM (titrated, usually from 46.1 µM), for the others: at the top dose activity change, negative = cytotoxicity, hits mostly cytotoxic | hit rate 0.62% among 55,000;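 also: potency is read from the fitted curve at half-maximal effect; 0% = DMSO only and -100% = full killing by 100 µM tamoxifen; nearly all actives have a fitted effect of over 55% in size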
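H1299-neo, 600 cells/well; overnight 37C; cpd up to 46 uM, 24 h at 32C; ATPlite luminescence after 20 min RT; normalized to DMSO (0%) and tamoxifen 100 uM (100% kill); Hill-fit AC50.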
p53null 39C kill – kills p53 null cells at the nonpermissive temperature; H1299 p53-null (neo) cells, 39C, ATPlite viability, 24 h; Potency, µM (doses to about 46.1 µM), for the others: top-dose activity, negative = cell killing, actives largely listed as cytotoxic; hit rate 0.97% among 55,000; AID 904;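 also: potency is read from the fitted curve at half-maximal effect; 0% = DMSO only and -100% = full killing by 100 µM tamoxifen; nearly all actives have a fitted effect of over 50% in size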
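Temperature-shift cytotoxicity format: compound titrations on p53-null or A138V-expressing H1299 cells held 24 hr at 39C, cell ATP then measured, AC50 from Hill model.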
TSG101-PTAP inh – TSG101-PTAP interaction inhibition, HIV-1 budding; Q99816; Fluorescence polarization, FITC-PTAP peptide/Tsg101, 20 min; Potency, µM (series often up to 115 µM), inactives show at the top dose activity change, negative = inhibition, most hits filed as inhibitors; 44,000 tested, under 10 active; also: potency is read from the fitted curve at half-maximal effect; 0% is about no effect
Target sequence (Q99816 whole entry, looked up): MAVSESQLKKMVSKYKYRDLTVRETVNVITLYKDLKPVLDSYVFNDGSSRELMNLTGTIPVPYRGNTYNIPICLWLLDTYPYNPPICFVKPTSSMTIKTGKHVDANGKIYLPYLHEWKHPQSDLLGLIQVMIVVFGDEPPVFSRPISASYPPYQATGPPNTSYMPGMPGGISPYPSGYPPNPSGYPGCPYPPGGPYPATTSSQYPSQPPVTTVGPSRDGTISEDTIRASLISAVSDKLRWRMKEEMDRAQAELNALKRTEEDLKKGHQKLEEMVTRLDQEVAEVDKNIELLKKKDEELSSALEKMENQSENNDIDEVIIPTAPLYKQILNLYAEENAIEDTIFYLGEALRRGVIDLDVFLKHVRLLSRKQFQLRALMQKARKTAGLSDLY
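Fluorescence polarization binding of Tsg101 binding domain (10 uM final) to FITC-labeled PTAP-motif peptide (50 nM final) in HEPES pH 7.5/NaCl/Tween 20/EDTA/TCEP buffer; 20 min at r.t. Actives by curve class, <25 µM, efficacy <60% inhibition.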
B2AR arrestin ag – agonists recruiting beta-arrestin to human beta2-adrenergic receptor; HTLA Tango cells, beta-arrestin recruitment, luciferase luminescence, 18 h; Potency, µM (top dose mostly 46.1 µM), inactives show at the highest dose activation, most hits filed as activators; 44,000 tested, under 10 active;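 also: potency is read from the fitted curve at half-maximal effect; 0% = DMSO and full agonism = EC100 isoproterenol or metaproterenol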
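Receptor–beta-arrestin recruitment read by tTA-responsive luciferase: compound titrations (up to 46 µM) incubated 18 h with Tango cells, then luminescent substrate 15 min at room temperature. Concentration-response fits classified by r2, efficacy and activity.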
NTMT1 inh – blocks human N-terminal methyltransferase 1 activity; NTMT1 MTase-Glo SAH luminescence, purified enzyme; Q9BV86; hit rate 2.5% among 59,000; Potency, µM (titrated, usually from 114 µM), inactives show at the highest dose activity change, negative = inhibition, actives largely listed as inhibitors;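 also: potency is read from the fitted curve at half-maximal effect; plate controls were DMSO vehicle for no effect and no enzyme for full effect; nearly all actives have a fitted effect of over 65% in size; many of its hits are not listed in these tables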
Target sequence (Q9BV86 whole entry, looked up): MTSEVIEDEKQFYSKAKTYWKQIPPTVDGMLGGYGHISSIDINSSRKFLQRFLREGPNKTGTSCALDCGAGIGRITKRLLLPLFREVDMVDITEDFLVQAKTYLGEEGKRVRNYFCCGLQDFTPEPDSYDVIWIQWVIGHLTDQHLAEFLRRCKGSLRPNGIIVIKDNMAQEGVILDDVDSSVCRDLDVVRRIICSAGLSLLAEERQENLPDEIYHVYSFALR
GALK inh – GALK (human) enzyme inhibition | Potency, µM (titrated, usually from 57.5 µM), without a hit: at the highest dose activity, negative = inhibition, most hits filed as inhibitors | 44,000 tested, under 10 active | P51570 | AID 1347072 | recombinant GALK, Kinase-Glo ATP luminescence, 1 h;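 also: plate controls were full GALK reaction for no effect and reaction lacking GALK for full effect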
Target sequence (P51570 whole entry, looked up): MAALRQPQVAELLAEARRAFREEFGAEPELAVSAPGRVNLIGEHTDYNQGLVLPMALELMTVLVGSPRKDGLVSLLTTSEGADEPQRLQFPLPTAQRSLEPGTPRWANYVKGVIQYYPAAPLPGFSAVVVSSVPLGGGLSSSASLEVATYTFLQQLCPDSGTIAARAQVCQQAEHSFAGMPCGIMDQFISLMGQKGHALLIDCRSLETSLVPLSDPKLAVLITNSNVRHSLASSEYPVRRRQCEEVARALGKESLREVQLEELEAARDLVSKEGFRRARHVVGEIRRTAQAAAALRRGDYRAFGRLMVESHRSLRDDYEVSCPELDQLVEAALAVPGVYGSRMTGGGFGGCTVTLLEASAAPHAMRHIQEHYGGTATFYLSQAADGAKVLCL
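Human GALK (5 nM) was incubated with 35 uM ATP and 100 uM galactose in 20 mM HEPES pH 8.0 with MgCl2, NaCl, DTT and BSA for 1 h at room temperature. Remaining ATP was measured by Kinase-Glo Plus luminescence.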
* = called active by the depositor; u = inconclusive; x = not tested or not shown; [ ] = remark or other dose. Calls follow the shape of the dose curve; as a rule, active = well fitted curve in the direction sought with a large enough effect; inconclusive = small, poorly fitted or top-dose-only effect, or another doubt; inactive = no such curve, though single readings can be large; an effect the other way counts as inactive or inconclusive.

SMILES | FH mod | p53null 32C kill | p53null 39C kill | TSG101-PTAP inh | B2AR arrestin ag | NTMT1 inh | GALK inh
Cc1ccc(Nc2ccc3cc(S(=O)(=O)N4CCCCC4)ccc3n2)cc1F | u | 21% | u | 1% | -1% | 0% | 0%
O=C(Nc1ccc(F)cc1)[C@H](CSCc1ccccc1)N1Cc2ccccc2C1=O | -16% | 3% | -12% | 0% | 1% | 11% | -1%
Cc1ccc2c(c1)C(Cc1ccccc1F)C(=O)N2 (configuration not stated) | -5% | -5% | -2% | -4% | -4% | 4% | 2%
COc1ccc(-c2cc(-c3ccc4c(c3)NC(=O)CO4)nc3c2COc2ccc(C)cc2-3)cc1 | -3% | x | x | 1% | 0% | 4% | 0%
CC1=C(C(=O)OCC2CCCCC2)C(c2ccc(Cl)cc2)CC(=O)N1 (configuration not stated) | -8% | 44%[activator] | u | -4% | 1% | 21% | 0%
CC(C)(C)C1CCc2c(sc(NC(=O)c3cc(-c4ccc(F)cc4)on3)c2C#N)C1 (configuration not stated) | 3% | -9% | 12% | 4% | 0% | u | 0%
Cc1nc2nc(SCC(=O)N(C)Cc3ccccc3)nn2c(C)c1Cc1ccccc1Cl | u | 18% | -7% | 0% | -2% | 0% | 6%
COc1cccc(N2CCN(S(=O)(=O)c3ccc(-n4cnnn4)cc3)CC2)c1 | -6% | -3% | -15% | 1% | -1% | 6% | 5%
CCOc1cc(-c2nc3c(c(CC)nn3-c3ccccc3)c3cc(OC)c(OC)cc23)ccc1O | x | 8% | -2% | 10% | 0% | x | -19%
Cc1ccc(N2CC(NC(=O)Cc3ccc(F)cc3)CC2=O)cc1 (configuration not stated) | -4% | 4% | -8% | 0% | -4% | -4% | -5%
CCc1ccccc1NC(=O)C(=O)NCC(c1cccnc1)N1CCc2ccccc21 (configuration not stated) | -1% | 1% | -37% | -5% | 1% | -4% | 1%
COc1ccccc1CN1CCNC(=O)C1=O | 28% | -4% | -2% | -2% | -1% | -1% | 1%
CCc1ccccc1-n1nnc(-c2nc(-c3ccccc3F)no2)c1C | -15% | u | -23% | -1% | 1% | 2% | -2%
CCCOc1ccc(NC(=O)CC2C(=O)N(c3ccc(C)cc3)C(=O)N2C2CCCC2)cc1 (configuration not stated) | -33% | u | 2% | 1% | -1% | 20% | 1%
CC(C)c1ccc(OCc2cc(=O)n3c(-c4ccccc4)csc3n2)cc1 | -22% | -6% | -17% | 4% | 1% | 22% | 7%
COc1ccc(S(=O)(=O)N(CC(=O)NCCc2ccccc2)c2ccc(Cl)cc2)cc1 | -1% | 1% | -2% | -4% | 0% | 10% | 0%
COc1ccc(CCNC(=O)c2ccc3c(c2)N=C(C)c2ccccc2S3)cc1OC | -18% | 2% | 3% | -1% | 0% | 2% | 4%
COc1ccc(OC)c(CCNC(=O)c2ccc3c(c2)N(Cc2ccc(C)cc2)CCS3)c1 | -11% | 13% | -5% | -7% | 1% | 17% | -7%
CCc1cccc(CC)c1NC(=O)C1CCC(CNS(=O)(=O)c2cccc3nsnc23)CC1 (configuration not stated) | -2% | 0% | 15% | -3% | 1% | -11% | -1%
CCOc1ccc(CCNC(=O)c2cccc(-n3c(C)nc4cccnc43)c2)cc1 | -1% | -3% | -5% | 2% | 0% | -2% | 1%
CCc1ccc(NC(=O)C2CCCN2S(=O)(=O)c2ccc3c(c2)CCCC(=O)N3)cc1 (configuration not stated) | 0% | -10% | -6% | -1% | 1% | 3% | -3%
CCOc1ccc(NC(=O)NCCc2c(C)nn(C)c2C)cc1 | 6% | -3% | -1% | -5% | 0% | 2% | -7%
COc1ccc(-c2nc3ccccc3s2)cc1NC(=O)c1cc(OC)c(OC)c(OC)c1 | x | -8% | -19% | -6% | 1% | x | 2%
CCOC(=O)c1[nH]c(C)c(CCC(=O)NCc2ccccc2)c1C | -6% | 21% | 14% | -10% | -1% | 2% | 1%
COC(=O)c1cc(S(=O)(=O)NCC2CCN(Cc3cc(C)ccc3C)CC2)c[nH]1 | 2% | -4% | 11% | -4% | -1% | -9% | 2%

Whole records as entered above.
CCc1ccccc1NC(=O)C(=O)NCC(c1cccnc1)N1CCc2ccccc21 (configuration not stated) is listed with FH mod = -1%; p53null 32C kill = 1%; p53null 39C kill = -37%; TSG101-PTAP inh = -5%; B2AR arrestin ag = 1%; NTMT1 inh = -4%; GALK inh = 1%
CCc1ccc(NC(=O)C2CCCN2S(=O)(=O)c2ccc3c(c2)CCCC(=O)N3)cc1 (configuration not stated) is listed with FH mod = 0%; p53null 32C kill = -10%; p53null 39C kill = -6%; TSG101-PTAP inh = -1%; B2AR arrestin ag = 1%; NTMT1 inh = 3%; GALK inh = -3%

Later entries
SMILES | FH mod | p53null 32C kill | p53null 39C kill | TSG101-PTAP inh | B2AR arrestin ag | NTMT1 inh | GALK inh
O=C(c1ccc2c(c1)CCN2S(=O)(=O)c1ccc(Cl)cc1)N1CCN(c2ccccc2F)CC1 | -15% | 8% | -3% | -4% | -2% | 9% | u
CCc1ccc2oc(-c3ccc(C)c(NC(=O)Cc4ccccc4)c3)nc2c1 | -4% | 2% | -4% | 3% | 1% | 9% | 2%
COc1ccc(Nc2nc3ccccc3n3c(N)nnc23)cc1 | -7% | -9% | -29% | 6% | 1% | 0% | 4%
CCCCc1ccc(NS(=O)(=O)c2cc3c4c(c2)CC(=O)N4CCC3)cc1 | u | 40%[activator] | 8% | -6% | -1% | 3% | 3%
NC(=O)CN1C(=O)C2(SCC(=O)N2c2cccc(F)c2)c2ccccc21 (configuration not stated) | 5% | -9% | 6% | -4% | 2% | u | 1%
Cc1ccc(C(=O)N(Cc2ccc(N(C)C)cc2)Cc2ccco2)cc1 | -16% | 20% | 5% | 1% | 1% | -6% | 1%
CCNC(=O)c1ccc(C)c(-n2c(C)nc3cccnc32)c1 | 5% | 4% | -2% | -1% | 1% | 9% | 1%
Cc1oc2ccc(O)c(CN3CCN(Cc4ccccc4)CC3)c2c1C(=O)Nc1ccccc1 | x | 13% | 12% | -2% | 1% | x | -8%
Cc1cccc(NC(=O)c2c(C)oc3ncn(CC(C)C)c(=O)c23)n1 | 12% | -1% | -19% | -1% | 1% | -13% | 2%
CCSc1nc(-c2cccc(Cl)c2)nc2c1Cc1c(CO)cnc(C)c1O2 | -7% | -1% | -4% | 1% | 3% | -11% | -5%
COc1cc(CNC(=O)c2cnc(SC)nc2-c2ccccc2)cc(OC)c1OC | 6% | -4% | -10% | 0% | 3% | 22% | -9%
CN(C)S(=O)(=O)c1ccc(C(=O)NCCSc2c(-c3ccccc3)[nH]c3ccccc23)cc1 | -17% | 19% | -4% | 1% | -2% | 10% | 0%
COc1ccccc1Nc1c2c(nc3ccc(NC(=O)c4ccccc4F)cc13)CCCC2 | u | 15% | 12% | 0% | -1% | 2% | 6%
CCOC(=O)c1cc(-c2ccccc2)n(CCCC(=O)Nc2ccc(CC)cc2)c1C | -18% | 28% | 13% | -5% | 3% | -27% | -1%
COc1ccc(CCNc2ncnc3onc(-c4ccc(Cl)cc4)c23)c(OC)c1 | -10% | 1% | 15% | -2% | 1% | -7% | -1%
Cc1ccc(C)n1-c1nnc(N2CCCC(C(=O)NCc3cccc(Br)c3)C2)s1 (configuration not stated) | -24% | 12% | -5% | 7% | -2% | 4% | -1%
CSc1ncc(Cl)c(C(=O)NCc2ccc(C)cc2)n1 | 22% | 2% | -6% | 0% | -1% | 7% | 9%
O=C(NCCc1ccc(F)cc1)C(=O)NCC(c1cccs1)S(=O)(=O)c1cccs1 (configuration not stated) | -9% | 3% | 29% | 0% | -2% | 10% | 2%
Cc1cccc(N2CCN(C(=O)c3cc(S(=O)(=O)N4CCC(C)CC4)cn3C)CC2)c1C | u | 19% | 46%[activator] | -5% | -1% | 6% | 4%
CSCCC(NS(=O)(=O)c1ccc2c(c1)oc(=O)n2C)C(=O)N1CCN(c2cc(Cl)ccc2C)CC1 (configuration not stated) | -26% | 22% | 19% | 2% | -1% | 0% | 3%
CCCN(CCC)C(=O)Cn1c(=O)n(Cc2ccc(C(=O)NCCc3ccc(Cl)cc3)cc2)c(=O)c2ccccc21 | -2% | -8% | -15% | -1% | -2% | 10% | -2%
O=C(NCc1cccs1)c1ccc2c(=O)n3nc(Nc4ccccc4)sc3nc2c1 | 1% | -14% | 0% | 2% | -2% | u | 3%
Cc1ccc(OCC(=O)NCC(c2ccc(Cl)cc2)N2CCCCC2)cc1 (configuration not stated) | -7% | -2% | -8% | 2% | -5% | 79µM* | 0%
Cc1nnc(SCc2ccccc2Cl)c2cc3occc3n12 | u | -6% | -9% | 0% | 2% | -8% | 1%
CN(C)c1ccc(C(CNS(=O)(=O)c2ccc(F)cc2)N2CCOCC2)cc1 (configuration not stated) | 4% | 1% | 4% | -2% | u | -1% | -1%
The results go on.
SMILES | FH mod | p53null 32C kill | p53null 39C kill | TSG101-PTAP inh | B2AR arrestin ag | NTMT1 inh | GALK inh
CCOc1ccc(S(=O)(=O)Nc2cc3c(C(=O)OC)c(COC)oc3c3ccccc23)cc1 | x | 24% | 27% | -1% | 0% | x | 1%
COc1ccccc1Nc1nn2c(=O)c3ccc(C(=O)NC4CCCCC4)cc3nc2s1 | 0% | -1% | 20% | 3% | -1% | 17% | -1%
COc1ccc(OCc2nc3c4c(-c5ccc(OC)cc5)c(-c5ccc(OC)cc5)oc4ncn3n2)cc1 | 1% | 0% | 9% | -4% | 1% | -7% | 3%
COc1ccc(CCn2c3c(c(=O)[nH]c2=O)C(NC(=O)c2ccccc2OC)(C(F)(F)F)C(=O)N3)cc1OC (configuration not stated) | -4% | 0% | 7% | 0% | -2% | 14% | 0%
COc1ccccc1-c1nc2c3c(-c4ccccc4)c(-c4ccccc4)oc3ncn2n1 | -15% | -2% | -6% | 0% | 0% | -18% | 1%
Cc1ccc(CCNC(=O)c2cc3cc4cc(C)ccc4nc3s2)cc1 | -12% | 2% | 2% | -1% | 2% | -1% | -3%
CCCCSCCCNC(=O)c1cn(C)c2ccc(S(=O)(=O)N3CCCCC3)cc2c1=O | 4% | -3% | -3% | -2% | 1% | -1% | -2%
Cc1cc2ccccc2n1-c1ccc(C(=O)N2CCC(C(=O)NCc3ccc(F)cc3)CC2)s1 | -27% | 43%[activator] | 49%[activator] | -2% | 1% | 3% | -2%
Cc1ccc(S(=O)(=O)C(CNC(=O)COc2ccccc2)c2ccco2)cc1 (configuration not stated) | -5% | -2% | 16% | -3% | -3% | 5% | -1%
Cc1cccc(CCNc2ncnc3onc(-c4ccc(Cl)cc4)c23)c1 | -14% | 16% | 16% | -11% | 1% | 3% | 0%
Cc1ccc(NC(=O)c2cc(S(=O)(=O)N3CCc4ccccc43)cn2C)c(Cl)c1 | -12% | 16% | 19% | -2% | 0% | 5% | -1%
CN1C(=O)CC(=O)N(C)c2cc(S(=O)(=O)N(C)Cc3ccccc3)ccc21 | -4% | -5% | -8% | 0% | -2% | -13% | 4%
COC(=O)c1cc2oc3ccccc3c2n1Cc1nc(-c2cccc(C)c2)oc1C | x | -5% | 14% | -4% | 0% | x | -9%

These rows are one share of the data; rates above refer to the full screens.
